Bim-Bcl-XL: inhibitors of Bim-Bcl-XL binding, primary screen, biochemical, multiplexed, bead flow cytometry, human Bcl-XL; Bim peptide-Bcl-XL binding, fluorescence; inhibition, % at 10 µM; actives 0.04% (n = 190,000); AID 1007, 2008
Target sequence (Q07817 whole entry, looked up): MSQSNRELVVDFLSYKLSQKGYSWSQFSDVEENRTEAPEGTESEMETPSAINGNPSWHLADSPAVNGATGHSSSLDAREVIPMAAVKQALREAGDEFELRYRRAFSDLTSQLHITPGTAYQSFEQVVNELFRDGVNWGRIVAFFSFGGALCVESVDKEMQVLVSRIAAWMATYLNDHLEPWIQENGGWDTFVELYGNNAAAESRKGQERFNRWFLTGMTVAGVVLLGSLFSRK
Bfl-1 Bim block: inhibitors of Bim binding to Bfl-1, primary screen, biochemical, multiplexed, bead-based flow cytometry; Bcl-2-related protein A1 (Homo sapiens), Q16548; actives 0.12% (n = 190,000); inhibition, % at 10 µM; AID 1008, 2008; Bim-Bfl-1 binding inhibition;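 note: 0% = wells without compound plus tracer and 100% = blocker peptide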
Bcl-W Bim block: inhibitors of Bim binding to Bcl-W, primary screen, biochemical, multiplexed, bead-based flow cytometry; Bim peptide-Bcl-W binding; inhibition, % at 10 µM; actives 0.02% (n = 190,000);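 note: 0% = bound tracer without compound and 100% = peptide blocker; higher means less fluorescent Bim peptide bound to Bcl-W beads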
Rab2A wt mod: modulators of GTP binding to Rab2A wildtype, primary screen, biochemical, dog, bead-based flow cytometry, multiplex; GTP binding activity, % at 10 µM; Ras-related protein Rab-2A (Canis lupus familiaris), P61105; actives 0.19% (n = 190,000); AID 760, 2007; GST-Rab2 wt beads, Bodipy-GTP binding;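 active = GTP binding activity at least 20 points away from 100%, either lowered or raised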;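 note: 0% = beads with excess unlabeled GTP and 100% = no-compound control corrected for plate trend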
Bim-Bcl-2: inhibitors of Bim-Bcl-2 binding, primary screen, biochemical, multiplexed, human Bcl-2 family; Apoptosis regulator Bcl-2 (Homo sapiens), P10415; Bead-based flow cytometry, Bim peptide-Bcl-2 binding; inhibition, % at 10 µM; actives 0.06% (n = 190,000); AID 950, 2007; in the data active = inhibition above about 40%;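 note: 0% = no compound wells with probe peptide and 100% = reference peptide inhibitor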
Target sequence (P10415 whole entry, looked up): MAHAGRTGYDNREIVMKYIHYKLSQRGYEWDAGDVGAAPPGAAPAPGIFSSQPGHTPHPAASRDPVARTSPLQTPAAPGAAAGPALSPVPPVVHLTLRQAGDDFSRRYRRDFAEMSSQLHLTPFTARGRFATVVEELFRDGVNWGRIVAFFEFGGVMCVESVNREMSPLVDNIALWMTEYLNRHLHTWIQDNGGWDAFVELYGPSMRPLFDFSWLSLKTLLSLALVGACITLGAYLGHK
Cdc42 wt: modulators of GTP binding to wildtype Cdc42, primary screen, biochemical, multiplex bead flow cytometry, Bodipy-GTP | Cell division control protein 42 homolog (Homo sapiens), P60953 | GST-Cdc42 beads; actives lie on both sides | percent activity (GTP binding), % at 10 µM | actives 0.2% (n = 190,000) | AID 761, 2007;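 active = percent activity GTP binding at least 20 points away from the 100% baseline, either down as inhibitor or up as activator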;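 note: median bead fluorescence of bound Bodipy-FL-GTP at 100 nM; 0% = excess unlabeled GTP control and 100% = no compound control; below 100% means less GTP binding so inhibitor and above means activator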
Target sequence (P60953 whole entry, looked up): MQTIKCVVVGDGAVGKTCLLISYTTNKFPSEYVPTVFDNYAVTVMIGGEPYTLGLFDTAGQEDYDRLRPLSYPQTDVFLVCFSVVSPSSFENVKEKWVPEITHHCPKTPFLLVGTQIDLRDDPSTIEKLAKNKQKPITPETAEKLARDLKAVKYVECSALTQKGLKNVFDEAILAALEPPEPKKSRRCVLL
Rac1 act GTP bind: GTP binding modulators of activated mutant Rac1, primary screen, biochemical, bead-based flow cytometry, multiplex, fluorescent GTP | Ras-related C3 botulinum toxin substrate 1 (Homo sapiens), P63000 | GST-Rac1 activated beads; actives lie on both sides; 100% means binding = to untreated wells | percent activity (GTP binding), % at 10 µM | actives 0.11% (n = 190,000) | AID 764, 2007;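 active = GTP binding at least 20 percentage points away from the 100% baseline, in either direction, so actives lie on both sides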
Rac1 wt modul: wildtype Rac1 GTP binding modulators, primary screen, biochemical, GST-Rac1 beads, flow cytometry, multiplex; AID 757, 2007; fluorescent GTP binding; actives lie on both sides; 0 = cold GTP competed, 100 = untreated; GTP binding activity (% of control), % at 10 µM; actives 0.27% (n = 190,000); Ras-related C3 botulinum toxin substrate 1 (Homo sapiens), P63000;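 active = GTP binding activity at least 20 points away from the 100% control level, either lower or higher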
Bcl-B Bim block: inhibitors of Bim-Bcl-B binding, primary screen, biochemical, multiplexed, human Bcl-2 family; Bcl-2-like protein 10 (Homo sapiens), Q9HD36; bead-based flow cytometry, Bim peptide-Bcl-B binding; inhibition, % at 10 µM; actives 0.073% (n = 190,000);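 note: 0% = tracer peptide without compound and 100% = reference inhibitor peptide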
Target sequence (Q9HD36 whole entry, looked up): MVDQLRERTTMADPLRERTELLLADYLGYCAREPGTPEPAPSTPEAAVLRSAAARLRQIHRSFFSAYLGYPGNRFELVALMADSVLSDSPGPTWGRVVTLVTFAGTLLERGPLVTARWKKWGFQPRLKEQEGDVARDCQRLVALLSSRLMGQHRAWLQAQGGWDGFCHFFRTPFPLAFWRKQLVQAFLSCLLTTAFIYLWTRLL
Rab7 wt modul: modulators of GTP binding to Rab7, primary screen, biochemical, wildtype, multiplex bead flow cytometry. actives 0.055% (n = 190,000). GTP binding activity (percent of control), % at 10 µM. GST-Rab7 beads, fluorescent GTP binding; actives lie on both sides; untreated = 100%, excess cold GTP = 0%. Rab7 GTPase wild type (dog), Bodipy-FL-GTP binding. AID 758, 2007;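 active = fluorescent GTP binding to Rab7 beads changed by at least 20 points from the 100% baseline, either direction, mostly lower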;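 note: median green fluorescence of bound Bodipy-FL-GTP per Rab7 bead population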
HRas wt GTP bind: modulators of GTP binding to HRas wildtype, primary screen, biochemical, bead-based flow cytometry, multiplex. GTPase HRas (Homo sapiens), P01112. AID 759, 2007. GTP binding activity, % at 10 µM. actives 0.14% (n = 190,000). GST-Ras wt beads, Bodipy-FL-GTP binding; actives lie on both sides;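 active = GTP binding activity at least 20% away from the 100% baseline, either lowered as inhibitor or raised as activator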;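 note: 0% = unlabeled GTP competition control and 100% = no-compound control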
The depositor's hits bear a star. Cut-off read from the data, not from the text of the source, unless noted: active = inhibition above about 40%.

SMILES	Bim-Bcl-XL	Bfl-1 Bim block	Bcl-W Bim block	Rab2A wt mod	Bim-Bcl-2	Cdc42 wt	Rac1 act GTP bind	Rac1 wt modul	Bcl-B Bim block	Rab7 wt modul	HRas wt GTP bind
CCN(CC)c1ccc(C=Nc2ccc(N(C)C)cc2)c(O)c1	2	3	6	99	3	101	101	101	4	97	99
CC(=O)c1ccc(N2CCN(C(=O)c3ccco3)CC2)c(F)c1	-6	-15	-1	101	-6	102	99	106	-6	104	101
O=C(C1CCC1)N1CCC(O)(c2cccc(F)c2)CC1	-2	-8	-4	98	-3	98	96	99	-4	110	98
CSc1n[nH]c(NCc2cccs2)n1	-7	-13	1	101	-11	97	96	107	-12	103	105
COc1cc(C(=O)OC(C)C(=O)Nc2ccc3c(c2)OCO3)ccc1OCc1c(C)noc1C (stereo not given)	-1	-1	-4	98	-4	99	96	98	-3	99	98
Cc1ccc(/C=N/n2c(C)nnc2C)o1	-11	-17	-9	95	-7	100	100	100	-14	102	99
O=C(NCc1cccs1)C(=O)NCC1OCCCN1S(=O)(=O)c1ccc(F)cc1 (stereo not given)	-7	-2	-6	100	-2	103	101	107	-6	106	102
Cc1ccc(-c2n[nH]c(=O)c3ccccc23)cc1N	0	-11	1	95	-7	96	97	101	-4	97	96
Cc1cc(C=O)c(C)n1-c1cc(C(F)(F)F)ccc1N1CCOCC1	-1	-3	0	100	3	103	98	99	0	99	101
COc1ccc(/C=C(/NC(=O)c2ccco2)C(=O)N2CCCC2=O)cc1	-1	-4	0	98	0	101	97	99	-1	98	97
Cc1cc(C)n(-c2ccc(C(=O)Nc3sccc3C(N)=O)cc2)n1	4	0	0	96	0	98	97	98	0	96	98
Cc1cc(NCCCO)n2nc(-c3cccs3)cc2n1	-1	-5	0	96	-3	99	97	99	-1	99	95
CCOc1cccc2sc(NC(=O)c3ccc(Br)s3)nc12	2	5	1	95	3	94	93	97	5	93	95
COC(=O)c1ccc(CSc2nnc(NC(C)C)s2)cc1	-1	0	0	101	-3	100	103	104	1	98	102
CSC(=NC#N)N1CCN(c2cccc(Cl)c2)CC1	0	-3	0	101	1	101	98	104	2	105	104
CSC(=NC(C)c1ccccc1)NS(=O)(=O)c1cccs1 (stereo not given)	-5	-14	-3	101	-12	102	102	105	-7	100	101
Cc1ccc(C(=O)O)cc1NC(=O)Nc1ccc2c(c1)OCO2	0	-4	0	99	2	97	94	99	-2	104	99
COc1ccc(/C=N\NC(=O)c2c(C)nc3ccc(Br)cn23)cc1	-3	1	-2	96	1	99	100	101	-1	97	99
COCC(=O)Nc1ccc(Nc2ccccc2)cc1	-4	-8	0	99	0	98	98	99	-9	100	101
CCN(CC)CC(C)(C)NS(=O)(=O)c1ccc(Cl)cc1	0	0	0	101	-1	102	103	108	1	102	102
Cc1nnc(SC(C)C(=O)NCC2CCCO2)n1-c1ccccc1 (stereo not given)	1	-11	0	99	-10	102	99	104	-5	99	99
COc1ccc(/C=N/NC(=O)C(C)Sc2ccccn2)cc1[N+](=O)[O-] (stereo not given)	0	3	7	94	2	95	95	96	-1	96	95
O=C(CC1CCC1)NC(c1ccccc1)c1ccccc1	-4	-6	-1	95	-8	91	90	98	-4	98	93
COc1cc(C#N)c(NC(=O)CN2CCN(CCO)CC2)cc1OC	-2	1	0	99	-4	98	96	96	-1	100	98
CN(C)S(=O)(=O)c1ccc(C(=O)Nc2nnc(SCc3cccc4ccccc34)s2)cc1	-7	0	-4	96	-2	98	96	98	-13	97	97
CCOc1ccc(OCc2ccc(C(=O)NCc3ccncc3)o2)cc1	-4	-9	0	102	-6	101	100	102	-7	99	101
CC1CCN(CC(=O)c2cccs2)CC1	-3	-5	0	95	-6	95	98	100	-5	97	96
O=C(CCN1C(=O)C2CC=C(Cl)CC2C1=O)N1CCCCC1 (stereo not given)	-4	-10	0	100	-7	100	97	98	-7	98	99
Cc1c(C)n(C(=O)CN2CCC(C(N)=O)CC2)c2ccccc12	0	-17	-1	102	-15	106	102	106	-11	99	103
O=C(CSc1nnc2ccccn12)NCCN1C(=O)CSC1=O	0	0	0	106	0	108	102	105	0	100	108
O=[N+]([O-])c1cc(/C=N/NC(=S)Nc2ccccc2Cl)ccc1Cl	-3	0	-7	95	-1	93	91	93	-2	90	94
O=C(O)Cc1ccc(C(=O)c2ccc(Cl)cc2)s1	-3	-11	-1	99	-6	100	95	100	-9	98	100
CCN(CC)S(=O)(=O)c1ccc(Nc2ccc(-c3ccc4c(c3)OCCO4)nn2)cc1	0	1	1	99	2	99	98	101	-3	101	99
CC(=O)c1c(C)[nH]c(C(=O)COC(=O)c2cc(S(=O)(=O)N(C)c3ccccc3)ccc2Cl)c1C	-8	-1	-1	99	-5	101	97	104	-5	98	101
CCOC(=O)c1c(-c2ccccc2)csc1NC(=O)CSc1nnc(C)s1	-3	-1	-2	96	-4	99	99	99	-5	96	96
N#Cc1c[nH]n2c(=O)c3c(nc12)CCC3	-2	-8	-1	95	-4	91	96	96	-5	95	94
O=C(NC(Cc1ccccc1)C(=O)O)/C(=C/c1ccc(Cl)cc1)NC(=O)c1ccccc1 (stereo not given)	-2	-3	0	98	0	93	92	90	-1	98	96
O=[N+]([O-])c1ccc(/C=N/NC(=S)Nc2ccccc2)o1	-12	-13	-8	99	-4	100	99	102	-21	97	101
NC(N)=Nc1nc(CCN2C(=O)c3ccccc3C2=O)cs1	-3	-3	-1	100	0	101	98	103	-2	100	100
CC(=C/c1ccccc1)/C=N/Nc1nc(N2CCOCC2)nc(N2CCOCC2)n1	-6	-1	-2	99	-2	98	99	102	-8	95	99
CCN1CCN(C(c2ccccc2F)c2nnnn2Cc2ccc3c(c2)OCO3)CC1 (stereo not given)	2	-1	-1	100	0	97	96	96	-1	91	100
Cc1ccc(C(O)(c2ccccc2)c2ccccc2C(C)N(C)C)c(C)c1 (stereo not given)	1	-9	0	94	-6	95	92	92	-4	94	94
OCCN1CCN(CC(O)COCC2COc3ccccc3O2)CC1 (stereo not given)	-4	-4	-3	95	0	92	94	91	-3	103	95
FC(F)Sc1nc(-c2ccccc2)c(-c2ccccc2)n1C(F)F	-17	-14	-9	98	-6	98	100	103	-13	101	100
COC(=O)Cc1[nH]n(-c2nc3ccccc3s2)c(=O)c1C(C)=Nc1ccc(C)cc1	-2	-5	-4	96	-1	99	97	103	-5	95	98
Cc1cc(C)nc(N2CCN(CC(=O)NCc3ccccc3)CC2)n1	-7	-17	-1	103	-8	104	101	106	-12	103	102
CC(C)NCC(O)COCc1ccc(Cl)cc1 (stereo not given)	0	-7	-1	94	-4	96	95	91	-4	97	95
Cc1ccc(C)c(NCc2n[nH]c(=S)n2-c2ccccc2)c1	-3	8	-3	101	-2	99	99	98	-38	96	103
COc1ccc(CC(=O)Nc2cccc(C(=O)NN3C(=O)c4ccccc4C3=O)c2C)cc1	-4	-1	-1	96	-4	94	95	98	-4	95	97
CCO[C@@H]1OC(C(=O)NCc2nc3ccccc3[nH]2)=C[C@H](C2CCCCC2)[C@H]1CCCO	-3	-5	-2	98	-2	96	95	100	-1	102	97
CCCOc1cccc(OCCSc2nc(C)cc(=O)[nH]2)c1	-1	-1	-3	100	0	100	98	102	-3	102	100

3 of the entries above in order of the Bcl-B Bim block value, rising:
SMILES	Bim-Bcl-XL	Bfl-1 Bim block	Bcl-W Bim block	Rab2A wt mod	Cdc42 wt	Bcl-B Bim block	Rab7 wt modul	HRas wt GTP bind
COc1ccc(CC(=O)Nc2cccc(C(=O)NN3C(=O)c4ccccc4C3=O)c2C)cc1	-4	-1	-1	96	94	-4	95	97
CCCOc1cccc(OCCSc2nc(C)cc(=O)[nH]2)c1	-1	-1	-3	100	100	-3	102	100
CCO[C@@H]1OC(C(=O)NCc2nc3ccccc3[nH]2)=C[C@H](C2CCCCC2)[C@H]1CCCO	-3	-5	-2	98	96	-1	102	97

Structural class: those above with two or more sulfur atoms
SMILES	Bim-Bcl-XL	Bfl-1 Bim block	Bcl-W Bim block	Rab2A wt mod	Bim-Bcl-2	Cdc42 wt	Rac1 act GTP bind	Rac1 wt modul	Bcl-B Bim block	Rab7 wt modul	HRas wt GTP bind
CSc1n[nH]c(NCc2cccs2)n1	-7	-13	1	101	-11	97	96	107	-12	103	105
O=C(NCc1cccs1)C(=O)NCC1OCCCN1S(=O)(=O)c1ccc(F)cc1 (stereo not given)	-7	-2	-6	100	-2	103	101	107	-6	106	102
CCOc1cccc2sc(NC(=O)c3ccc(Br)s3)nc12	2	5	1	95	3	94	93	97	5	93	95
COC(=O)c1ccc(CSc2nnc(NC(C)C)s2)cc1	-1	0	0	101	-3	100	103	104	1	98	102
CSC(=NC(C)c1ccccc1)NS(=O)(=O)c1cccs1 (stereo not given)	-5	-14	-3	101	-12	102	102	105	-7	100	101
CN(C)S(=O)(=O)c1ccc(C(=O)Nc2nnc(SCc3cccc4ccccc34)s2)cc1	-7	0	-4	96	-2	98	96	98	-13	97	97
O=C(CSc1nnc2ccccn12)NCCN1C(=O)CSC1=O	0	0	0	106	0	108	102	105	0	100	108
CCOC(=O)c1c(-c2ccccc2)csc1NC(=O)CSc1nnc(C)s1	-3	-1	-2	96	-4	99	99	99	-5	96	96
